Screens deposited in PubChem BioAssay by several laboratories.
eIF4E 4G PPI: eIF4E/eIF4G interaction inhibition in translation initiation | AID 782 | inhibition, % at 21.7 µM | 0.37% of 220,000 active | P63073+Q04637 | TR-FRET eIF4E-eIF4GI(517-606) binding, 2 h;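 active means inhibition above about 30%, limit read from the data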;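 further: 0% = full FRET control wells and 100% = background wells lacking eIF4GI fragment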
14-3-3 Bad PPI: disrupts binding of bovine 14-3-3 zeta to phospho-Bad peptide; inhibition, % at 21.7 µM; P63103; TR-FRET 14-3-3zeta/Dy647-pBad peptide displacement, 1 h; 0.71% of 220,000 active; AID 781;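 active means inhibition above about 70%, limit read from the data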;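 further: 0% = full 14-3-3 plus peptide FRET controls and 100% = background without 14-3-3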
Wee1 stabilizer: blocks degradation of human Wee1 kinase. HeLa Luc-Wee1K328M stability, luciferase luminescence; 100% = proteasome inhibitor MG132 effect. reporter increase, % at 5 µM. 1.2% of 220,000 active;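 active means activation above the mean of all tested compounds plus 3 SD, set per screening run, cut at about 8.8% in these data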;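 further: cells exposed to compound for 20 h before luminescence read; 0% = DMSO alone and 100% = MG132 at 30 µM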
Rad51 HR inh: Rad51 (human) homologous recombination inhibition; hRad51 DNA strand exchange, fluorescence dequenching; 0.085% of 200,000 active; inhibition, % at 10 µM; Q06609;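 active means inhibition above 40% at the single screening dose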;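 further: 0% = DMSO control wells and 100% = blanks with heterologous ssDNA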
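material = hRad51 filaments on single-stranded DNA | timing = filaments 15 min 37 °C, then compound 30 min | signal = FRET fluorescence dequenching, excitation 485 nm, emission 520 nm | benchmarks = control wells and blank wells on each plate | evaluation = percent inhibition relative to plate controls and blanks | compound = 10 µM final, single point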
p97 inhibitor: human p97 ATPase inhibition. AID 1481. inhibition, % at 8 µM. 0.42% of 220,000 active. P55072. recombinant p97 ATPase, Kinase-Glo ATP luminescence, 3 h; in the data active means inhibition above about 15%;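 further: 0% = DMSO vehicle and 100% = wells lacking enzyme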
Mdm2 ligase inh: inhibitors of human Mdm2 E3 ubiquitin ligase | signal enhancement, % at 5 µM | cell-based MDM2 ubiquitination luciferase reporter, 2 h; 0 = plate control, 100 = twice control, blank-subtracted | Q00987 | 0.11% of 210,000 active;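 active means signal enhancement of 30% or more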;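 further: luminescence tracks abundance of the self-degrading MDM2-luciferase fusion protein; higher signal means inhibition of MDM2 E3 ligase activity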
Target sequence (Q00987 whole entry, looked up, the tested form may be a part): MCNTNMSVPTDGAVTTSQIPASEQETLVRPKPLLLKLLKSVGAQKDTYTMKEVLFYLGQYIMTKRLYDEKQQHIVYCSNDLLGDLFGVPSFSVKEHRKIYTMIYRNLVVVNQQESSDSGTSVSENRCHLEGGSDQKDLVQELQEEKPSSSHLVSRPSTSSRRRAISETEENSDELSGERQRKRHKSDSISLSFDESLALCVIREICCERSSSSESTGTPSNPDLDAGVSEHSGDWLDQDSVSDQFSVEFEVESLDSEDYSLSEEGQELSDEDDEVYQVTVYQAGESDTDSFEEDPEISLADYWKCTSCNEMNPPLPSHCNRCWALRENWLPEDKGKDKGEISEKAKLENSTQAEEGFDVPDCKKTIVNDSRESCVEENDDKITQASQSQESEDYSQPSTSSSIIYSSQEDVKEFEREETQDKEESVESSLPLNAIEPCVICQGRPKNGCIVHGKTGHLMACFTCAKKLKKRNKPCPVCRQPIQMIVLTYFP
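Buffer or medium: Cells held in DMEM | Assay system: Stable mammalian line carrying autodegrading MDM2–luciferase fusion reporter | Quantity: 2000 cells/well | Times: 4 h settle plus 2 h compound, 37 °C | Doses: One concentration, 5 µM, with 0.2% DMSO | Technique: Luminescence with SteadyLite reagent, 15 min at room temperature | Benchmarks: Plate controls and plate blanks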
FXIa inh 1536: blocks human coagulation factor XIa protease activity; P03951; inhibition, % at 5 µM; purified FXIa, Boc-Glu-Ala-Arg-AMC fluorogenic substrate; 0.14% of 220,000 active;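 active means inhibition of at least 40%; inactive means inhibition below 40%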;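 further: fluorescence of freed AMC excited at 355 nm; 0% = enzyme without compound and 100% = no enzyme blank; many of its hits are not listed in these tables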
KLK5 inh: kallikrein 5 (human) inhibition; 0.59% of 210,000 active; inhibition, % at 5 µM; recombinant hK5, fluorogenic AMC substrate cleavage; Q9Y337;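 active means inhibition of 40% or more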;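 further: 0% = enzyme controls without compound and 100% = no-enzyme blanks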
FXIIa inh 1536: blocks human coagulation factor XIIa protease activity | P00748 | 0.3% of 220,000 active | purified FXIIa, Boc-QGR-AMC fluorogenic substrate, 2 h | inhibition, % at 5 µM; in the data active means inhibition above about 40%;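 further: 0% = enzyme with no compound and 100% = blank without enzyme; many of its hits are not listed in these tables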
Target sequence (P00748 20-372 limits assumed): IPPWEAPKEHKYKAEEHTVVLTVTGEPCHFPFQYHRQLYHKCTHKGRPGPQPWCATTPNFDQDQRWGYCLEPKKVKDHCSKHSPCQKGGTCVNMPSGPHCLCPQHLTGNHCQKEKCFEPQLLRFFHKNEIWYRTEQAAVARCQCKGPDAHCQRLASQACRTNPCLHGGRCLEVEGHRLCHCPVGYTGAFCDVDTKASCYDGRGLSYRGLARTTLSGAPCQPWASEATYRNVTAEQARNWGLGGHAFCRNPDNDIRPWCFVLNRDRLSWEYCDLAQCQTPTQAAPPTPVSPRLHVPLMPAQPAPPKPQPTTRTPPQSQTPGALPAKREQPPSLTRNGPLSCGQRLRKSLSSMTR
Target sequence (P00748 373-615 limits assumed): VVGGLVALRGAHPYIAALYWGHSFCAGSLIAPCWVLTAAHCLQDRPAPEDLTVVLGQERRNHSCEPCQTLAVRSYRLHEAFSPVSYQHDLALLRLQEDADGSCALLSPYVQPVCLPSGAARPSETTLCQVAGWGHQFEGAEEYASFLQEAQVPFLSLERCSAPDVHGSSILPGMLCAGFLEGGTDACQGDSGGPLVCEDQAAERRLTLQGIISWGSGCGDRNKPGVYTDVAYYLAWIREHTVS
Starred values were filed as active, the others as inactive; . = not tested or not shown; [ ] = another dose, or the depositor's remark.

Wee1 stabilizer	Compound	p97 inhibitor	Mdm2 ligase inh	FXIa inh 1536	KLK5 inh	eIF4E 4G PPI	Rad51 HR inh	FXIIa inh 1536	14-3-3 Bad PPI
5	Brc1cccc(-c2nnc(-c3ccccc3)o2)c1	-1	-14	6	0	-4	-1	17	1
-2	Cc1nc(N2CCOCC2)c(C#N)c2c1COC(C)(C)C2	0	-4	-3	-27	0[fluorescence artefact?]	-3	-3	13[fluorescence artefact?]
-3	Cc1cc(F)ccc1NCc1cc2c(cc1[N+](=O)[O-])OCO2	-2	-4	15	28	.	-10	22	.
-3	Cc1ccc(-c2cc(C(=O)NCc3cnn(C)c3)c3cc(Br)ccc3n2)cc1	0	-7	1	-4	9	.	6	9
0	CCOc1ccc(NCC(=O)Nc2ccc(Cl)cc2C)cc1	6	3	5	9	0	9	7	-4
-2	CCn1c(C)nc2cc(S(=O)(=O)N3CCCCC3)ccc21	5	-3	-1	-13	-1	5	5	-4[fluorescence artefact?]
1	CNC(=S)N(Cc1ccc(OC)cc1)C1CC(=O)N(c2ccc(C(=O)OC)cc2)C1=O (stereo not drawn)	1	-14	2	-9	3	-6	13	-4
3	C/C(=N\Nc1ccc(C(=O)O)cc1)c1ccc(Br)cc1	7	-66	3	0	0	7	7	-2
2	Cc1ccc2nc(SCC(=O)c3ccc(O)cc3O)[nH]c2c1	8	-10	5	3	6	.	2	7
2	NC(=O)c1ccsc1NC(=O)c1ccco1	3	-9	6	2	-1	-1	17	-2
-1	Cc1c(Cl)c([N+](=O)[O-])nn1CCCC(=O)O	3	-10	-3	-3	6	9	6	-1
2	O=C(/C=C/c1ccc(Cl)cc1)NCCSc1ccccc1	0	1	1	-9	-2	.	14	6
1	COc1ccc(CCNC(=O)/C(C#N)=C/c2cccc(OCc3ccccc3)c2)cc1OC	5	1	7	-12	0	3	8	-15
1	NS(=O)(=O)c1ccc(CCNC(=O)CSc2nc3ccsc3c(=O)n2CCCCC(=O)O)cc1	5	-7	0	-3	-8	7	2	-4
3	CN1CCN(NC(=O)c2ccc(Cl)c([N+](=O)[O-])c2)CC1	5	-17	-3	-18	7	-2	-4	4[fluorescence artefact?]
3	COc1ccc(NC(=S)N(Cc2ccccn2)Cc2ccccc2Cl)cc1	-1	-5	-5	4	0	-3	10	-4
1	N#CC1=C(N)NC(SCc2ccc(Cl)cc2)=C(C#N)C12CCCCC2	-4	-1	-7	25	-2[fluorescence artefact?]	4	1	-4[fluorescence artefact?]
-3	O=C(COc1cccc2c1CCN(Cc1ccc(Br)cc1)C2=O)N1CCOCC1	0	-7	-1	-6	3	.	1	4
0	CCOC(=O)N1CCN(C(=O)COc2ccc3c(c2)C(=O)CC(C)(C)O3)CC1	0	-9	-6	-20	-2	6	-1	-3
-1	COCCCNC(=O)c1ccc(CS(=O)(=O)Cc2cccc(C)c2)o1	-1	-18	-7	3	1	.	6	-6

3 compounds from above, ordered by the value under eIF4E 4G PPI, falling.
Wee1 stabilizer	Compound	p97 inhibitor	Mdm2 ligase inh	FXIa inh 1536	KLK5 inh	eIF4E 4G PPI	Rad51 HR inh	FXIIa inh 1536	14-3-3 Bad PPI
-1	Cc1c(Cl)c([N+](=O)[O-])nn1CCCC(=O)O	3	-10	-3	-3	6	9	6	-1
0	CCOc1ccc(NCC(=O)Nc2ccc(Cl)cc2C)cc1	6	3	5	9	0	9	7	-4
2	O=C(/C=C/c1ccc(Cl)cc1)NCCSc1ccccc1	0	1	1	-9	-2	.	14	6

(listing goes on)
Wee1 stabilizer	Compound	p97 inhibitor	Mdm2 ligase inh	FXIa inh 1536	KLK5 inh	eIF4E 4G PPI	Rad51 HR inh	FXIIa inh 1536	14-3-3 Bad PPI
-1	Cc1ccc(O)c(-n2nc3ccccc3n2)c1	1	-9	-1	1	1	-6	12	3
0	Fc1ccc(-c2cc(C(F)(F)F)n3ncnc3n2)cc1	1	-11	-7	-8	8	24	3	21
2	Cc1ccc(S(=O)(=O)N2CCCC2)cc1S(=O)(=O)N1CCCC1	5	-1	3	-1	0	3	15	-8
0	CC(=O)NC1CC2CCCC(C1)N2CC(=O)N1CCCc2ccccc21 (stereo not drawn)	0	-20	-1	3	0	-2	17	-6
3	CN1CCC(Oc2ccccc2Sc2ccccc2)CC1	1	6	4	-18	15	9	13	-19
-3	C=CCN1C(=O)/C(=c2\sc3nc(=O)c(Cc4ccccc4)nn3c2=O)c2ccccc21	7	9	-2	-4	-3	16	4	-10
1	COC(=O)Nc1ccc(SCC(=O)c2ccc(Cl)cc2)cc1	-3	-7	-5	-5	0	0	4	13
-1	CCOc1ccccc1NC(=O)Cn1c(=O)c2ccccc2n(CC)c1=O	2	-1	9	2	6	-5	14	7
4	COc1cc(NC(=O)CCCn2c(=S)[nH]c3ccccc3c2=O)cc(OC)c1OC	1	-12	-3	-10	2	0	2	-16
-1	COc1ccccc1NS(=O)(=O)c1cc(NC(=O)c2ccco2)ccc1N1CCOCC1	-3	-7	12	21	5	-7	17	3
6	CCOC(=O)c1snc2c(=O)[nH]cnc12	-1	-7	-9	-14	4	-3	4	7
0	Cc1ccn2c(CNC(C)CCn3cccn3)c(C(=O)N3CCCCCC3)nc2c1 (stereo not drawn)	1	1	1	-4	2	.	5	-14
-4	COc1ccc(OC)c(/C=N/NC(=O)c2[nH]nc3c2CCc2ccccc2-3)c1	1	18	-7	-22	6	2	-3	5
-2	O=C(CCCN1C(=O)/C(=C/c2cccs2)SC1=S)NNC(=O)c1ccccc1O	3	-4	-4	-107	-4	-7	8	0
2	CCOC(=O)C1=C(C)N(C)C(C)=C(C(=O)OCC)C1c1ccc(Cl)cc1	2	.	10	-20	2	.	15	-1
-3	CCn1ncc(Br)c1C(=O)Nc1ccn(C23CC4CC(CC(C4)C2)C3)n1	1	10	7	-14	19[fluorescence artefact?]	2	6	10[fluorescence artefact?]
1	COC(=O)c1ccc(CSc2ccc3nnc(-c4cccc(F)c4)n3n2)o1	2	1	2	2	-2	0	9	-3
-2	CCC(NC(=O)Nc1cc(OC)c(OC)c(OC)c1)(C(F)(F)F)C(F)(F)F	4	-17	8	3	-3	6	19	-6
-2	CC(NC(=O)c1ccc(CS(=O)(=O)Cc2ccccc2F)o1)c1ccc2c(c1)OCCO2 (stereo not drawn)	1	2	-5	0	1	6	-2	-2
0	Nc1ccc(-n2nnnc2-c2ccco2)cc1	-5	-12	-8	-14	6	.	8	-3

(list continues)
Wee1 stabilizer	Compound	p97 inhibitor	Mdm2 ligase inh	FXIa inh 1536	KLK5 inh	eIF4E 4G PPI	Rad51 HR inh	FXIIa inh 1536	14-3-3 Bad PPI
-2	C=CCNC(=O)c1ccccc1NS(=O)(=O)c1ccc(SC)cc1	5	-14	-3	-9	5	4	5	5
-3	Cc1cc(NC(=O)COC(=O)CSCc2ccc(Cl)c(Cl)c2)no1	5	-14	1	6	-22	2	9	-6
-3	CC(c1ccc(Br)cc1)N1CC23C=CC(O2)C(C(=O)O)C3C1=O (stereo not drawn)	-5	-13	-1	-10	1	-6	8	1
-2	CC(C)COCC(CN(Cc1ccccc1)c1ccccc1)N1CCCC1 (stereo not drawn)	6	.	.	.	4	-9	.	1
-1	Nc1c(-c2ccc(Cl)cc2)cnc2ncnn12	1	10	-6	-2	5	-5	22	20
4	Cc1cc(C)c2c(N)c(C(=O)N/N=C/c3ccccc3)sc2n1	7	-13	-2	-1	-2	-3	-3	-5
-1	CN1CCN(S(=O)(=O)c2ccc(N(C)Cc3cccs3)nc2)CC1	1	-11	-1	-27	2	1	-2	16[fluorescence artefact?]
-2	CCCCCCCCC(=O)NC(NC(=S)N1CCOCC1)C(Cl)(Cl)Cl (stereo not drawn)	-9	3	9	-9	1	-6	19	-6
-2	O=C1C2CCCN2C(=O)N1CCN1CCN(CCO)CC1 (stereo not drawn)	-2	-10	4	-10	-1	.	4	39[fluorescence artefact?]
2	CCCCOC(=O)c1ccc(NC(=O)C(=O)NCc2cccnc2)cc1	0	2	-1	-4	2	-8	9	1
3	Cc1[nH]c2ccccc2c1CC(=O)O	2	-4	7	-12	3	0	16	-17[fluorescence artefact?]
1	Cc1ccc2cc(C(c3nnnn3C3CCCC3)N3CCOCC3)c(=O)[nH]c2c1C (stereo not drawn)	-2	3	-4	-5	0	5	11	15
-1	COc1ccccc1N1CCN(CCCC(=O)c2ccc(F)cc2)CC1	-4	-6	8	-30	9	3	10	8[fluorescence artefact?]
-2	COc1cccc2c1OC1(C)CC2NC(=O)N1 (stereo not drawn)	0	-19	3	-3	1	-5	11	-7[fluorescence artefact?]
2	CCN(CC)C(=S)SC1CCCCN(C(=O)c2ccc(F)cc2)C1=O (stereo not drawn)	-5	-3	-5	-2	1	6	8	-8
-2	CCOC(=O)Cc1csc(NC(=O)COc2ccccc2OCC)n1	1	3	-5	16	8[fluorescence artefact?]	5	7	-4
-1	COc1cccc(Cn2cnc3c(NS(=O)(=O)c4cc(Cl)ccc4Cl)c(C)c(C)cc32)c1	-1	-5	-4	8	.	10	6	.
0	O=C(Cn1cnc2nc3n(c2c1=O)CCC3)NCc1ccccc1	6	7	10	-8	3[fluorescence artefact?]	28	11	5[fluorescence artefact?]
1	Cc1ccc(NC(=O)CS(=O)Cc2nc(-c3ccc(C)cc3)oc2C)cc1 (stereo not drawn)	-3	-15	1	-10	-3	-3	10	4
2	CC1CN(c2nc3ccccn3c(=O)c2C=O)CC(C)O1 (stereo not drawn)	1	2	1	5	1	-2	6	-7

(list continues)
Wee1 stabilizer	Compound	p97 inhibitor	Mdm2 ligase inh	FXIa inh 1536	KLK5 inh	eIF4E 4G PPI	Rad51 HR inh	FXIIa inh 1536	14-3-3 Bad PPI
-1	CCc1ccc(/C=C(/C#N)C(N)=S)s1	-4	-7	-3	-2	-1	.	3	-10
0	Cn1nccc1C(=O)Oc1cccc(/C=N/NC(=O)c2ccccc2O)c1	-2	-45	-1	.	-1	.	4	-13
1	O=S(=O)(NCCOc1cccc2cccnc12)c1ccc(F)cc1	0	-5	-1	16	-11	6	5	-12[fluorescence artefact?]
-2	COc1cccc(N(C(=O)CCl)C(C(=O)NCCc2ccccc2)c2cccs2)c1 (stereo not drawn)	-1	-15	-9	-30	6	-3	1	-14
-2	COC(=O)c1ccc(N=c2sc(C(=O)OC)cc(=O)n2C)cc1	0	-11	3	4	3	3	10	4
8	C=CCc1cccc(/C=N/NC(=O)C(=O)Nc2ccc(C)cc2)c1O	6	-5	0	-1	-4	9	11	-20
-2	O=C(NCCN1C(=O)S/C(=C\c2ccccc2)C1=O)C1CCN(S(=O)(=O)c2cccs2)CC1	3	-26	-3	-9	-4	-13	8	0
1	CCn1c(=O)c(C(=O)Nn2c(C)nc3ccccc3c2=O)c(O)c2ccccc21	5	-3	0	-13	7	-15	7	-8[fluorescence artefact?]
-4	CC(=O)c1ccc(OCC(O)COc2ccc(C(C)=O)cc2)cc1	-2	1	12	3	-2[fluorescence artefact?]	-6	17	5
-1	CCOC(=O)N1CCC(NC(=O)C2=CCN(S(=O)(=O)c3ccccc3)CC2)CC1	-3	-3	-5	-4	4	4	-1	2

Given tab-delimited: entries from further up
Molecule	Wee1 stabilizer	p97 inhibitor	Mdm2 ligase inh	FXIa inh 1536	KLK5 inh	eIF4E 4G PPI	Rad51 HR inh	FXIIa inh 1536	14-3-3 Bad PPI
COc1cccc(N(C(=O)CCl)C(C(=O)NCCc2ccccc2)c2cccs2)c1 (stereo not drawn)	-2	-1	-15	-9	-30	6	-3	1	-14
COC(=O)c1ccc(N=c2sc(C(=O)OC)cc(=O)n2C)cc1	-2	0	-11	3	4	3	3	10	4
